KB-V1 MDR tox = KB-V1 MDR subline cytotoxicity; KB-V1 MDR cells viability, CellTiter-Glo, 72 h; Potency, µM (series often up to 46.1 µM), for inactives: at the top dose activity change, negative = cytotoxicity, hits mostly cytotoxic; 400,000 compounds, 3.4% hits; AID 1347076; note: potency is the fitted concentration of half-maximal effect; % is set by controls: 0 for no effect and ±100 for the full control effect; nearly all actives have a fitted effect of over 60% in size
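Following 72 h at 37 degrees C with compound, KB-V1 cell viability was read by CellTiter-Glo luminescence, medium being phenol-red-free DMEM plus 10% FBS; concentration-response parameters came from normalized, curve-fitted qHTS data.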
HT1080NT lethal = kills 2HG-producing HT-1080-NT fibrosarcoma cells; HT-1080-NT fibrosarcoma viability, CellTiter-Glo ATP luminescence, 48 h; 360,000 compounds, 1.6% hits; AID 686970; Potency, µM (titrated, usually from 46.1 µM), inactives show at the top dose activity, negative = less viability, actives largely listed as cytotoxic;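 note: NT is the 2HG producing partner of a matched IDH1 knockdown line; potency is the fitted concentration of half-maximal effect; 0% = DMSO-treated cells and -100% = media-only wells without cells; nearly all actives have a fitted effect of over 55% in size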
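Viability by CellTiter-Glo luminescence after 48 h compound exposure at 37C of HT-1080-NT cells (750/well, RPMI, 5% FBS). % activity scaled between DMSO wells and medium-only wells, then curve-fitted and categorized by curve class.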
SW480 rereplic = induces DNA re-replication in SW480 colon adenocarcinoma cells | AID 624297 | SW480 DNA re-replication, Hoechst DNA content imaging, 48 h | 340,000 compounds, 1.8% hits | Potency, µM (highest dose often 46.1 µM), for the others: at the highest dose re-replication activation, usual class: activators; note: potency is the fitted concentration of half-maximal effect; % of control where 0% means no effect; nearly all actives have a fitted effect of over 55% in size
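First, 250 cells per well were seeded. Next, compound or vehicle (23 nL) was pinned in, plates sat 48 hr at 37 C. Finally Hoechst was added for 40 min before fluorescence scanning.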
IL1B secr inh = blocks inflammasome-driven IL-1 beta release. THP-1 LPS/ATP IL-1B secretion, AlphaLISA, 16 h; stronger effect = lower value. activity change, % at 57.5 µM. 360,000 compounds, 4.7% hits; in the data active = activity change below about -50%; inconclusive = mostly about -30% to -49%; note: % is set by controls: 0 for no effect and ±100 for the full control effect
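Secreted IL-1B measured by AlphaLISA bead assay after 16 h compound exposure of THP-1 cells; compounds (final up to 57.5 uM) added 1 h before LPS (250 ng/mL) and ATP (1.25 mM) stimulation; lower signal means less secretion.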
D3 antag = blocks the human D3 dopamine receptor. D3R cells, DiscoveRx beta-arrestin luminescence, antagonist mode; stronger effect = lower value. 360,000 compounds, 2.5% hits. max response, negative = inhibition, %. P35462; in the data active = max response below about -50%; inconclusive = no clear call, values can overlap the other calls; note: % is set by controls: 0 for no effect and ±100 for the full control effect; mostly tested at two doses, the higher about 12 µM
Target sequence (P35462 whole entry, looked up): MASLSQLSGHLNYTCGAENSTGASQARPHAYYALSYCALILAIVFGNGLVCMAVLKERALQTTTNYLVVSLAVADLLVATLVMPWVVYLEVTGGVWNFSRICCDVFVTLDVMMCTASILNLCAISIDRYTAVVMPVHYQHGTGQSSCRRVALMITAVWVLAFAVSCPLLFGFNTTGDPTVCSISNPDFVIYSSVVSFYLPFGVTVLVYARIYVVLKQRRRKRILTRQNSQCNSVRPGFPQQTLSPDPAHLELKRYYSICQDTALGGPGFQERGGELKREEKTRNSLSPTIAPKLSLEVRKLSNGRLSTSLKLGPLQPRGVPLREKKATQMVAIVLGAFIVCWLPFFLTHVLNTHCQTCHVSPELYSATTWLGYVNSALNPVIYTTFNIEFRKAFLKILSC
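Cells expressing the human receptor were seeded at 1500 cells/well, incubated overnight at 37 degrees C in 5% CO2, then exposed to library compounds with dopamine controls for 90 minutes at 37 degrees C before luminescent detection.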
GLP1R ag = agonists of human GLP-1 receptor. HEK293 GLP-1R CRE-luciferase, luminescence, 4-6 h; cells express a hypersensitive GLP-1R form. P43220. Potency, µM (highest dose often 45.6 µM), for the others: at the top dose activation, most hits filed as activators. 380,000 compounds, 0.007% hits. AID 624172; note: potency is the fitted concentration of half-maximal effect; % of control where 0% means no effect
Target sequence (P43220 whole entry, looked up): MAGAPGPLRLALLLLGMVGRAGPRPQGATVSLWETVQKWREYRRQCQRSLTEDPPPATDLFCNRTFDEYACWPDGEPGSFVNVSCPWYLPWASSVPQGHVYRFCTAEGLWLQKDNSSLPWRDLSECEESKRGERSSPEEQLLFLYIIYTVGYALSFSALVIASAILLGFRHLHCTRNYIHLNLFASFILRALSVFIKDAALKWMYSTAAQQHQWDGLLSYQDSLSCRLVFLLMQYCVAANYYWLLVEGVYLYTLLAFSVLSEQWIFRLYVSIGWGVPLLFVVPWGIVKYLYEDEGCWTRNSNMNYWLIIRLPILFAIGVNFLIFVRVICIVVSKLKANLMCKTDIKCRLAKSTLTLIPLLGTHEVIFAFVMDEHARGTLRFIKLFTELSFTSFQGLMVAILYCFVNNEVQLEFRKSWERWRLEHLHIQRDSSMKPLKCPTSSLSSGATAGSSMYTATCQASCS
D3 ag = agonists of human D3 dopamine receptor; P35462; D3R DiscoveRx beta-arrestin cells, luminescence, 90 min; max activation, %; 410,000 compounds, 0.58% hits; AID 652048; in the data active = max activation above about 30%; note: 0% is about no effect; mostly tested at two doses, the higher about 12 µM
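Agonist mode: compounds and dopamine controls were applied to plated cells for 90 min at 37 degrees C after an overnight attachment at 1500 cells/well. Luminescent read-out followed 30 - 60 minutes at room temperature with DiscoveRx detection reagent.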
KB-3-1 cytotox = KB-3-1 parental cell cytotoxicity; AID 1347075; Potency, µM (top dose mostly 46.1 µM), for inactives: top-dose activity change, negative = cytotoxic, most hits filed as cytotoxic; KB-3-1 viability, CellTiter-Glo ATP luminescence, 72 h; 400,000 compounds, 1.4% hits; note: potency is the fitted concentration of half-maximal effect; % is set by controls: 0 for no effect and ±100 for the full control effect; nearly all actives have a fitted effect of over 60% in size
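Parental KB-3-1 viability, qHTS format: 72 h compound exposure, 37 °C; CellTiter-Glo; media-only wells and DMSO plates as controls; concentration-effect fits on corrected data.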
HT1080 IDH1KD tx = kills HT-1080 cells with IDH1 knockdown. HT-1080 IDH1 knockdown viability, ATP luminescence, 48 h. Potency, µM (top dose mostly 46.1 µM), inactives show top-dose activity, negative = toxicity, actives largely listed as cytotoxic. 360,000 compounds, 2% hits. AID 686971;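 note: potency is the fitted concentration of half-maximal effect; 0% = DMSO wells and -100% = cell-free medium wells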
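CellTiter-Glo luminescence after 48 h compound exposure at 37 degrees C of IDH1-knockdown HT-1080 cells in 5% FBS RPMI. %Activity scaled between DMSO wells and cell-free media wells, with curves fitted and assigned curve classes.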
Starred values were filed as active, the others as inactive; ? = inconclusive; . = not tested or not shown; [ ] = another dose, or the depositor's remark. Unless noted, calls come from the whole dose curve; as a rule, active = well fitted curve in the direction sought with a large enough effect; inconclusive = small, poorly fitted or top-dose-only effect, or another doubt; inactive = no such curve, though single readings can be large; an effect the other way counts as inactive or inconclusive. The order is random. About 12% of those tested had a hit in this group.

Molecule | IL1B secr inh | D3 ag | D3 antag | HT1080NT lethal | SW480 rereplic | KB-3-1 cytotox | HT1080 IDH1KD tx | KB-V1 MDR tox | GLP1R ag
COc1ccc(/C=N/NC(=O)c2nn(C)cc2Br)cc1CSCc1ccco1 | 0 | 2 | 10 | 1% | -6% | . | 2% | . | 2%
CCNc1nc(CSc2ccccc2)nc2sc(C)c(C)c12 | -4 | 2 | 20 | ? | 12% | 0% | -11% | ? | 1%
COc1ccc(NC(=O)CN(c2ccccc2C)S(C)(=O)=O)c(OC)c1 | 0 | 6 | 2 | 17% | -22% | 16% | 1% | -2% | 3%
O=C(Nc1ccncc1)c1cc(F)cc(F)c1 | -18 | -6 | 16 | -4% | ? | 5% | -9% | 13% | -8%
Cc1cc(Cl)ccc1NC(=S)NCc1cccs1 | 0 | -8 | -13 | 18µM* | 1%[9.22 µM] | -12% | ? | ? | 0%
COc1ccc(OC)c(NC(=O)COC(=O)Cn2nnc(-c3ccccc3)n2)c1 | -17 | -1 | -11 | 17% | -5% | 21% | -3% | ? | -4%
O=C1CCC/C1=C\Nc1ccc(Cl)c([N+](=O)[O-])c1 | -19 | -6 | 3 | 1% | -5% | -3% | 1% | -16% | 18%
CCOC(=O)c1c(NC(=O)C2CCCO2)sc(C(=O)OC(C)(C)C)c1C (stereo not drawn) | -21 | -2 | -7 | 11% | ? | -4% | 15% | ? | -12%
CCCn1c2ccccc2c2cnn(CC(=O)NCCCN3CCN(c4ccccc4)CC3)c(=O)c21 | ? | 4 | -83* | 18µM* | ? | -7% | ? | 9% | 18%
FC(F)(F)c1cc(-c2ccco2)nc(-n2nnc3ccccc32)n1 | 26 | 15 | 20 | 19% | 0% | -5% | 0% | -30% | 0%
CCOc1ccccc1NC(=O)CN(c1ccc(C)cc1)S(=O)(=O)c1c(C)noc1C | -8 | -7 | 12 | -15% | ? | -9% | -13% | ? | -7%
CCC1CCCCN1C(=O)CSc1nc(N)c(NC(=O)c2ccc(OC)c(OC)c2)c(=O)[nH]1 (stereo not drawn) | -2 | 0 | -6 | 10% | -12% | 19% | 0% | 11% | 0%
C=C(C)Cn1c(NCCC)nc2c1c(=O)n(C)c(=O)n2C | 30 | 1 | 0 | -2% | -15% | -11% | 0% | -19% | 10%
CC(=O)Oc1ccc(C(=O)[C@H]2[C@H]3C(=O)N(c4cccc5ccccc45)C(=O)[C@H]3[C@@H]3C=CC=NN32)cc1 | 9 | 0 | 4 | 4% | 1% | 21% | 5% | -3% | 0%
CCC(=O)Nc1c(-c2ccccc2)c(=O)c2ccccc2n1C | -7 | -25 | -26 | -2% | -6% | -5% | 23% | 3% | 0%
CC(=O)C1[C@H](N(C)C)CC2C3CC=C4CC(O)CC[C@]4(C)C3CC[C@@]21C (stereo partly drawn) | 13 | 0 | 3 | 15% | 1% | 6% | 12% | ? | 5%
O=C(N[C@@H]1CC[C@H](CCn2cc(-c3ccccn3)nn2)O[C@@H]1CO)c1ccncc1 | 30 | 9 | 13 | 22% | . | 3% | 23% | 8% | .
COc1ccc(-c2noc(CCCC(=O)N3CCOCC3)n2)cc1 | 10 | 6 | 6 | -4% | -6% | -9% | -5% | 7% | -3%
C[C@H]1CN=C(Nc2ccccc2)N1CCC1CCCCC1 | 0 | -30 | -16 | 7% | -3% | -14% | -2% | 2% | 4%
O=C1CCCN1c1ccc(S(=O)(=O)N2CCN(c3ccccc3)CC2)cc1 | -7 | -2 | 2 | 3% | -2% | 0% | 0% | -12% | 0%
CC1(O)N(Cc2ccccc2)C(=O)OC12CCCCC2 (stereo not drawn) | -24 | -16 | -18 | -19% | -4% | 0% | 3% | 22% | 16%
CCN(C(=S)Nc1cccc(C)c1)c1ccccc1 | 0 | 1 | 14 | ? | -3% | 9% | 19% | 11% | -16%
O=C(/C=C/c1ccccc1[N+](=O)[O-])OC1CCCCC1=O (stereo not drawn) | ? | 0 | -1 | 7% | -26% | 0% | 15% | ? | 7%
O=C(CC1CCCC1)N1CCCC(Nc2ccc(F)cc2)C1 (stereo not drawn) | -3 | 4 | 10 | 1% | -1% | -6% | 3% | -46% | 0%
Cc1ccc(Oc2c(CO)c(-c3ccccc3)nn2C)cc1 | 16 | -15 | -5 | -18% | ? | ? | ? | ? | 9%
CCN(C(=O)CSc1nc(-c2cccs2)nc2ccccc12)C1CCS(=O)(=O)C1 (stereo not drawn) | -93* | -3 | -7 | -9% | 16% | -3% | -7% | 0% | 2%
CSc1ccccc1NS(=O)(=O)c1ccc2c(c1)OCCO2 | 6 | 0 | -85* | 9% | -9% | -6% | -2% | 21µM* | 4%
Cc1c(CC(C)C)nc(N)c(C#N)c1-c1ccccc1 | 0 | -2 | 5 | ? | -3%[9.22 µM] | ? | -22% | ? | 4%
O=C1C=C(c2ccc(-c3ccccc3)cc2)C[C@@H](c2ccc3c(c2)OCO3)C1 | 30 | 16 | 7 | 16% | -10% | 15% | 13% | ? | 4%
CCOc1ccc(S(=O)(=O)N/N=C(\C)c2ccc3c(c2)OCO3)cc1 | 0 | 4 | 1 | 0% | -12% | -13% | -2% | 0% | 4%
O=C(/C(=C/c1ccccc1)c1ccccc1)N1CCCCC1 | -6 | -9 | -6 | -17% | 14% | -20% | -21% | -19% | -3%
COc1ccccc1-c1csc(C(NC(C)=O)c2cccc(F)c2)n1 (stereo not drawn) | -21 | -13 | -10 | 1% | . | 0% | -3% | -1% | 1%
O=C1CC[C@H](N2C(=O)c3ccccc3C2=O)C(=O)N1 | 16 | 2 | 6 | 0% | -42%[inhibitor] | 0% | 5% | 17% | 5%
CSc1ccc(/C=C2/C(=N)N3N=C(CC(=O)N4CCCC4)SC3=NC2=O)cc1 | 14 | -4 | -7 | 6% | -1% | 17% | 6% | 11% | -5%
CCCc1cc(C(=O)Nc2sc(C)c(C)c2C(=O)OCC)no1 | 32 | 12 | 17 | ? | -4% | 21% | 1% | -5% | -1%
CCOC(=O)c1ccccc1NC(=O)CN1C(=O)c2ccccc2S1(=O)=O | 21 | -6 | 7 | 23% | 4% | 4% | 23% | -2% | -1%
COCCn1c(C)cc(C(=O)COC(=O)c2ccc(Br)o2)c1C | -5 | -3 | -82* | 2% | 1% | -2% | -5% | -11% | -4%
COc1cc(/C=C2/SC(=S)N(CCC(=O)Nc3ccc(C(=O)O)cc3)C2=O)cc(OC)c1OC | ? | -4 | -6 | -7% | ? | -10% | -2% | -15% | -6%
O=C1/C(=C/c2ccc(Cl)cc2)NC(=S)N1Cc1cccnc1 | -5 | 3 | -15 | 4% | -3% | -1% | 6% | -2% | 6%
COc1ccc2nc(SCC(=O)N3CCNC3=O)[nH]c2c1 | 3 | -5 | -15 | -4% | -3% | 18% | -4% | -2% | -13%
O=C(Cn1nnc2ccccc21)OCC(=O)c1ccc(Cl)c(Cl)c1 | 27 | 3 | -10 | 10% | -8% | 10% | 18% | ? | -8%
O=C1OCC/C1=C\NCCCN/C=C1\CCOC1=O | -1 | -12 | -27 | -6% | . | -15% | -5% | 14% | -1%
O=C(CSc1nnc(-c2cccnc2)n1Cc1ccco1)NCc1ccc2c(c1)OCO2 | -4 | -7 | 9 | 9% | -1% | 0% | 5% | -24% | -11%
CCc1c(-c2ccc(Cl)cc2)ncn1Cc1cccc(-c2ccccc2)c1 | -18 | -9 | -21 | ? | . | ? | ? | ? | .
CCC(C)C(=O)Nn1c(C2CC2)nc2cc(OC)c(OC)cc2c1=O (stereo not drawn) | 4 | 2 | 9 | ? | -2% | 1% | 5% | -26% | 24%
Nc1nc(NC(=O)/C=C\C(=O)O)nn1-c1ccccc1 | -1 | -9 | 1 | 23% | -3% | -8% | 2% | 1% | 1%
Cc1nc(N2CCN(Cc3nc4ccccc4[nH]3)CC2)c2oc3ccccc3c2n1 | ? | -2 | -4 | -25% | -1% | ? | ? | -5% | 7%
CC(Sc1ccc(Cl)cc1)C(=O)Nc1ccccc1-c1ccccc1 (stereo not drawn) | -19 | -2 | -7 | -8% | ? | 0% | -16% | ? | 6%
O=C(NCCc1ccccc1)C(=O)NCC1OCCN1S(=O)(=O)c1ccc2c(c1)OCCO2 (stereo not drawn) | -1 | 11 | 8 | -22% | ? | -7% | -17% | -10% | -4%
COc1ccccc1NS(=O)(=O)c1ccc(Cl)c(NC(=S)NC(=O)C2CCCC2)c1 | -6 | -4 | -25 | -25% | 1% | -25% | ? | ? | -2%

Reprinted at random: two records from the list, in no set order.
Molecule | IL1B secr inh | D3 ag | D3 antag | HT1080NT lethal | SW480 rereplic | KB-3-1 cytotox | HT1080 IDH1KD tx | KB-V1 MDR tox | GLP1R ag
Nc1nc(NC(=O)/C=C\C(=O)O)nn1-c1ccccc1 | -1 | -9 | 1 | 23% | -3% | -8% | 2% | 1% | 1%
O=C(Cn1nnc2ccccc21)OCC(=O)c1ccc(Cl)c(Cl)c1 | 27 | 3 | -10 | 10% | -8% | 10% | 18% | ? | -8%

Later entries
Molecule | IL1B secr inh | D3 ag | D3 antag | HT1080NT lethal | SW480 rereplic | KB-3-1 cytotox | HT1080 IDH1KD tx | KB-V1 MDR tox | GLP1R ag
COc1cc(C)c(C(=O)Oc2cc(C)c(C(=O)O)c(O)c2)c(O)c1 | -20 | 12 | 40 | -2% | -1% | 0% | -3% | ? | 0%
Cc1cc(NC(=O)c2cccc(F)c2)no1 | 3 | 6 | 37 | -3% | -6% | 2% | -4% | 0% | 0%
COc1ccc(N2CCN(c3ncccn3)CC2)cc1 | -26 | -5 | -16 | -11% | -6% | -11% | 24% | -4% | 2%
COc1ccc(-n2ncc3c(NCCCn4ccnc4)ncnc32)cc1 | 8 | 0 | -7 | 9% | -13% | -1% | -3% | 13% | 23%

Source: PubChem
